# Screening data from PubChem.
# aSyn 5UTR inh: MLPCN primary screen, SNCA 5' untranslated region. alpha-synuclein 5'UTR reporter, inhibitor activity. actives 0.82% (n = 300,000). AID 1813, 2009. inhibition, % (tested at 7.5 µM); in the data active = inhibition above about 60%; inconclusive = no clear call, values can overlap the other calls;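 note: H4 neuroglioblastoma cells stably carrying SNCA 5'UTR luciferase fusion; 0% = DMSO wells and 100% = positive control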
# HSF1 activator: HSF-1 activators, primary screen, NIH3T3-HGL cells, MG132 stress, luminescence, single point; AID 504408, 2011; actives 1.7% (n = 300,000); NIH3T3-HGL HSF-1 luciferase reporter, 8 h; 100% = twice DMSO control signal; activation, % at 9 µM;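 active = mean replicate activation of at least 50% with a set share of replicates each reaching 50%; inconclusive = only one of those two conditions met; inactive = mean below 50% and too few replicates reaching it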;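 note: 0% = median of the neutral control wells and 100% = twice that signal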
# AI-2 QS modul: Vibrio harveyi AI-2 quorum sensing modulators, primary screen, JMH597 strain, luminescence/OD600 ratio; activity change, % at 7.5 µM; Vibrio harveyi JMH597 AI-2 luminescence/OD600 ratio, 9 h; active compounds read low; strain lacks LuxN and CqsS sensors; 0 = neutral-control median; actives 0.4% (n = 300,000); AID 2094, 2009; in the data active = activity change below about -75%, passing the limit was not always enough; inconclusive = no clear call, values can overlap the other calls;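 note: luminescence divided by OD600 gain over 9 h not by final OD600 alone; inactives centre near 13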
# HSF1 inhib: HSF1 inhibitors in luciferase reporter cells, primary screen, cell-based, NIH3T3, luminescence; actives 0.77% (n = 300,000); NIH3T3-HGL HSE-luciferase, MG132-induced, luminescence 8 h; active compounds read low; activity change, negative = inhibition, % at 7.5 µM (by protocol);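 active = more than half of replicate wells show activity change below -50%, luminescence cut by over half; inconclusive = some wells, but at most half, below -50%; inactive = no replicate well below -50%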;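 note: luciferase reports HSF-1 transcriptional activity via heat shock element; 0% = median of DMSO wells and -100% = zero luminescence signal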
# GSK3 alpha inh: blockers of GSK3A enzyme activity – biochemical, luminescence, cell-free homogeneous, HTS, primary screen | Glycogen synthase kinase-3 alpha (Homo sapiens), P49840 | GSK-3 alpha kinase, ADP-Glo luminescence, 60 min | inhibition, % at 10 µM | actives 0.1% (n = 320,000);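 in the data active = inhibition above about 50%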;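 note: GST-tagged GSK-3 alpha with peptide substrate and 25 µM ATP; 0% = DMSO neutral wells and 100% = GW8510 positive control wells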
# Target sequence (P49840 whole entry, looked up): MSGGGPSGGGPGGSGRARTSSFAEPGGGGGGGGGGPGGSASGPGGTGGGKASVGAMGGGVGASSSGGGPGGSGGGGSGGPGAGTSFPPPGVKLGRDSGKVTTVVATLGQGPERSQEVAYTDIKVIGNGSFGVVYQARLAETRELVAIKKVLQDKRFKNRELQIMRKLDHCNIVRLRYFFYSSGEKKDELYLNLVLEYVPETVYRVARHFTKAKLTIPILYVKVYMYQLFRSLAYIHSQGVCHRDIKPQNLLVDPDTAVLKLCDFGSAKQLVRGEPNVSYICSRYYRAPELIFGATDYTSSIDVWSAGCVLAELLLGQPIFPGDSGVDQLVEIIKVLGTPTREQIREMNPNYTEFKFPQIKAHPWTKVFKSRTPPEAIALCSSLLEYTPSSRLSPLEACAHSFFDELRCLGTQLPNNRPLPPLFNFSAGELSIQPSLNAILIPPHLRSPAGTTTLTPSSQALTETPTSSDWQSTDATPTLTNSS
# HSP90 inh: HSP90 inhibitors, primary screen, cell lysate, luminescence; Heat shock protein HSP 90 (rabbit reticulocyte lysate; luciferase refolding); inhibition, % at 5.6 µM; actives 0.91% (n = 290,000); Rabbit reticulocyte lysate, luciferase refolding luminescence, 3 h; AID 1789, 2009;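 active = inhibition above the screen-wide mean plus 3 SD, computed separately per campaign, cut at about 16% in these data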;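 note: 0% = DMSO wells and 100% = 60 µM geldanamycin wells; inhibitors lower the luminescence because luciferase stays unfolded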
# GSK3B inh: human GSK3beta kinase inhibitors, primary screen, biochemical, cell-free homogeneous, HTS; Glycogen synthase kinase-3 beta (Homo sapiens), P49841; GST-GSK3beta kinase, ADP-Glo luminescence, 60 min; active compounds read low; activity score (negative = inhibition), % at 10 µM; actives 0.038% (n = 300,000); AID 2097, 2009;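 active = more than half of replicate wells score below -50%, meaning over 50% inhibition versus plate controls; inconclusive = some replicates but at most half score below -50%; inactive = no replicate scores below -50%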;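 note: 0% = median DMSO wells and -100% = median GW8510 positive control wells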
# Target sequence (P49841 whole entry, looked up): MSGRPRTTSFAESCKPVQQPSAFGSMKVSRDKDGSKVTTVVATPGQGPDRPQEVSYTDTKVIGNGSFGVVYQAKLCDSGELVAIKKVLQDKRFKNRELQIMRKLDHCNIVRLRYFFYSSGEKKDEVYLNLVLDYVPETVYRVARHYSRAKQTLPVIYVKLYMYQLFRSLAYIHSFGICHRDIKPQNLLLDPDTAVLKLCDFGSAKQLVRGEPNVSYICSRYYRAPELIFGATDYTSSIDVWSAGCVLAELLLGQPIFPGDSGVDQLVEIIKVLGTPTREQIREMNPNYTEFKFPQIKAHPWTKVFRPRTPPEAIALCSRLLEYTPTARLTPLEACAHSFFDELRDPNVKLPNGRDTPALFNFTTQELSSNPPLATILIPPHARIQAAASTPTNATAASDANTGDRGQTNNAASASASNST
#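 Test system: GST-tagged human GSK3beta kinase, cell-free; evaluation: activity score scaled between in-plate DMSO and GW8510 controls; measured by: ADP-Glo luminescence; incubation: 60 min reaction, RT; benchmarks: DMSO and 20 µM GW8510; reagent: peptide substrate plus 25 µM ATP (final); medium: Tris/MgCl2 kinase buffer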
# HIF activator: HIF pathway transcriptional activators, primary screen, cell-based, U2OS HRE-luciferase, luminescence; actives 0.32% (n = 300,000); activation, % at 7.5 µM (by protocol); AID 1910, 2009; U2OS HRE-luciferase reporter; normalized: DMSO 0%, desferrioxamine 100%;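 active = mean activation of at least 10% of the iron chelator positive control signal, with at least half of replicates also reaching 10%; inconclusive = mean and replicate majority disagree about reaching 10%; inactive = mean and most replicates under 10%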
# IEC-6 tox: cytotoxicity in IEC-6 intestinal epithelial cells, primary screen, cytotoxicity control for KLF5 inhibitor project, cell-based, luminescence; IEC-6 cytotoxicity, luminescence viability; inhibition, % at 5 µM; actives 0.78% (n = 290,000); in the data active = inhibition above about 22%;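 note: 0% = plate median of test compound wells and 100% = cytotoxic reference compound wells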
# KLF5 inh: KLF5 expression inhibitors, primary screen, DLD-1 cells, luminescence | inhibition, % at 5 µM | DLD-1 KLF5 promoter-luciferase reporter | actives 0.23% (n = 290,000);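 active = inhibition above a per-plate limit of that plate's mean compound inhibition plus 3 SD, cut at about 60% in these data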;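 note: 0% = DMSO wells and 100% = LY294002 at 200 µM; higher means less KLF5 promoter-driven luciferase light; inactives centre near -14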
# Active calls of the source: *; ? = inconclusive; . = not tested or not shown.
Structure | KLF5 inh | GSK3 alpha inh | HSF1 inhib | IEC-6 tox | HSP90 inh | HSF1 activator | HIF activator | AI-2 QS modul | GSK3B inh | aSyn 5UTR inh
c1ccc2c(c1)OCC(CNc1ncnc3sccc13)O2 (stereo not drawn) | -14 | -1 | 7 | 17 | -1 | -1 | 0.5 | 17 | -1 | -13
COc1ccc(C(=O)Nc2cc(-c3nn4c(C)nnc4s3)ccc2C)cc1 | -4 | 6 | -4 | 0 | -1 | -21 | 0.1 | 33 | 4 | -11
O=C(NC1CCCCC1)C(c1ccccn1)N(C(=O)Cc1cccs1)c1ccc(Cl)cc1 (stereo not drawn) | -31 | -1 | -3 | -1 | 0 | 35 | -0.2 | 34 | -1 | -4
O=C(Nc1ccccc1C(=O)N1CCCC1)c1ncoc1-c1cccc(Cl)c1 | -27 | 4 | 22 | 5 | 1 | 62* | 0.3 | 7 | -5 | 31
O=C(OCC#CCSc1nc2ccccc2o1)c1cc2ccccc2o1 | -7 | -1 | -1 | -3 | -1 | 8 | 0.3 | 1 | 0 | -48
Cc1cc(C)n(-c2ncnc3c2oc2ccccc23)n1 | -36 | 0 | -4 | -7 | -5 | 8 | 0.6 | 29 | 1 | -10
CSc1nc(-c2ccccc2)nc(NC(C)=O)c1C(C)=O | -7 | -1 | -3 | 3 | 0 | 1 | 0.6 | 10 | -4 | -62
Cc1ccc(NS(=O)(=O)c2ccc(CCC(=O)NCCCOC(C)C)cc2)cc1 | -6 | -1 | 5 | -1 | 1 | 9 | -0.2 | 9 | 1 | 8
COc1ccc(NS(=O)(=O)c2cc3c(cc2C)N(C(C)=O)CCO3)cc1OC | -8 | -2 | -1 | -2 | -1 | -14 | -0.1 | 17 | -3 | -4
CCn1c(-c2csc3c2CCC(C)C3)n[nH]c1=S (stereo not drawn) | 2 | 0 | 2 | -2 | -7 | 26 | -0.1 | 11 | -3 | 20
CC1Cc2ccccc2N1C(=O)Cn1cnc2ccccc21 (stereo not drawn) | 13 | -1 | 0 | 5 | 2 | -8 | -0.2 | 14 | 0 | 12
COc1ccc2nc(SCC(=O)Nc3c(C)cc(C)cc3C)[nH]c2c1 | -17 | 1 | -5 | 7 | -2 | 4 | -0.2 | 2 | 1 | -1
O=C(NCCC1=CCCCC1)C1CCC(CNc2c(N3CCCC3)c(=O)c2=O)CC1 (stereo not drawn) | -23 | -1 | 2 | 0 | -2 | -14 | 0.2 | 16 | -5 | 8
C=CCn1c(SCC(=O)c2c(C)[nH]c3ccccc23)nnc1-c1ccncc1 | -17 | -1 | -1 | 0 | -2 | -4 | -0.4 | 17 | 1 | 22
COC(=O)CNC(=O)COC(=O)c1cc(F)c(F)cc1Cl | -23 | 1 | -6 | 0 | 1 | 0 | -1.4 | 20 | -4 | 3
CCN(CCNC(=O)C1CCCN(S(=O)(=O)c2cnc[nH]2)C1)c1ccccc1 (stereo not drawn) | -25 | -5 | -5 | -4 | 3 | -2 | . | 25 | 2 | 6
CCOc1ccc(C2/C(=C(\O)c3ccc4c(c3)OCCO4)C(=O)C(=O)N2CCN2CCOCC2)cc1OC (stereo not drawn) | -7 | . | . | -1 | -1 | . | . | 2 | 2 | .
CCOC(=O)N1CCN(C(=O)c2ccc3c(c2)NC(=O)/C(=C/c2ccccc2)S3)CC1 | -9 | -1 | -4 | 5 | 3 | -15 | -0.7 | 14 | -2 | -12
CCC(=O)N1CCCc2cc(S(=O)(=O)N3CCCc4ccccc43)ccc21 | -17 | 1 | 13 | -8 | 0 | 30 | -1.6 | 3 | 0 | 19
CCOC(=O)N1CCN(C(=O)C(NC(=O)c2ccc(CC)cc2)C(C)C)CC1 (stereo not drawn) | 2 | -1 | 0 | 1 | 4 | 15 | -0.1 | 29 | -1 | 7
COc1ccc(C(=O)NCc2ccc(N3CCN(C(=O)OC(C)(C)C)CC3)cc2)cc1 | -5 | 0 | -3 | -5 | 2 | 12 | 0.3 | 31 | 5 | -9
Cc1ccc(CNC(=O)C2CCN(S(=O)(=O)N3CCCCC3)CC2)cc1 | -17 | -2 | -5 | -1 | 0 | -3 | -0.1 | 13 | 2 | -10
O=c1ncn(-c2cccc(F)c2)c2ncccc12 | -27 | -4 | -6 | -5 | 8 | 1 | -0.1 | 16 | 8 | 0
CCOC(=O)N1CCN(C(=O)C(=O)Nc2sc3c(c2C(N)=O)CC(C)(C)OC3)CC1 | -10 | -2 | -4 | -2 | 4 | -16 | -0.3 | 7 | 1 | -13

# Next part, overlapping the part above by 2 compounds.
Structure | KLF5 inh | GSK3 alpha inh | HSF1 inhib | IEC-6 tox | HSP90 inh | HSF1 activator | HIF activator | AI-2 QS modul | GSK3B inh | aSyn 5UTR inh
O=c1ncn(-c2cccc(F)c2)c2ncccc12 | -27 | -4 | -6 | -5 | 8 | 1 | -0.1 | 16 | 8 | 0
CCOC(=O)N1CCN(C(=O)C(=O)Nc2sc3c(c2C(N)=O)CC(C)(C)OC3)CC1 | -10 | -2 | -4 | -2 | 4 | -16 | -0.3 | 7 | 1 | -13
Cc1ccc(S(=O)(=O)N2CCC(C(=O)OC(C)C(=O)N3CCOCC3)CC2)cc1 (stereo not drawn) | . | -2 | 4 | . | . | 13 | 0.0 | 13 | -2 | -3
Cc1ccc2nc(SCC(=O)Nc3ccc(F)cc3F)[nH]c2c1 | 1 | 2 | 11 | 10 | 1 | -1 | 0.3 | 10 | 5 | -7
O=C1/C(=C/c2cccs2)SC(=S)N1c1cccc(O)c1 | -45 | -3 | 15 | 2 | 8 | 4 | 0.8 | 2 | -13 | -47
Cc1ccc(NC(=O)CCc2nc3sc4c(c3c(=O)[nH]2)CCCC4)nc1 | . | 3 | -4 | . | . | -2 | -1.7 | -27 | -2 | 2
Cc1cc(OCC(O)CN2C(C)CCCC2C)ccc1C(C)C (stereo not drawn) | -7 | 6 | 2 | 4 | 4 | -4 | -0.3 | 24 | 0 | 0
Cc1cc(C)c(C#N)c(SCC(=O)Nc2ccccc2C(N)=O)n1 | -68 | -3 | 3 | 5 | 10 | 25 | 3.1 | 11 | 4 | -64
COC(=O)c1sc(N2C(=O)C(=O)/C(=C(/O)c3ccccc3)C2c2ccco2)nc1C (stereo not drawn) | -4 | -2 | 3 | 4 | 4 | -1 | 0.0 | -6 | -4 | -4
Cc1cc(C)c(NS(=O)(=O)c2ccc(NC(=O)CCC(=O)O)cc2)c(C)c1 | -1 | -5 | -4 | 4 | 1 | 5 | -0.1 | 11 | 0 | -6
O=C(Nc1ccccc1)C1=C[C@@H](c2coc3ccccc3c2=O)C[C@@H](OCc2ccc(CO)cc2)O1 | -20 | -1 | 6 | -3 | 9 | 5 | -1.6 | 10 | -1 | 1
CCOC(=O)N1CCN(C(=O)c2ccc(S(=O)(=O)Nc3cccc(C(F)(F)F)c3)cc2)CC1 | . | -1 | 6 | . | . | 0 | 1.2 | 15 | -2 | -1
N#Cc1nc(COc2ccc(-c3ccccc3)cc2)oc1NCCCN1CCOCC1 | -19 | 0 | 3 | -4 | -2 | 23 | -0.2 | 39 | 1 | -33
Cc1[nH]ccc(=O)c1Cc1c(Cl)cccc1Cl | -9 | 1 | -4 | -2 | 2 | 4 | -1.2 | 5 | 1 | -10
O=C(CSc1nnc2ccc(-c3ccc(F)cc3)nn12)N1CCOCC1 | . | -3 | -8 | . | . | 4 | -0.3 | 34 | 3 | 6
CCOC(=O)c1c(NC(=O)Cc2cccs2)sc(C(=O)NC2CCCCC2)c1C | -8 | 1 | -12 | -12 | -3 | -15 | -0.1 | 11 | 3 | 0
Cc1ccc(C(=O)N/N=C\c2sccc2C)cn1 | -36 | . | 8 | 5 | 0 | 20 | 1.7 | 10 | 2 | -75
N#CC1=C(SCC(=O)NCc2ccccc2)NC(=O)CC1c1ccco1 (stereo not drawn) | -2 | 0 | -5 | -8 | 4 | -7 | -0.8 | -8 | 2 | 16
CCN1C(=O)C2C(c3ccccc3F)NC(Cc3ccc(O)cc3)(C(=O)OC)C2C1=O (stereo not drawn) | -1 | -3 | 4 | -3 | 3 | 0 | -0.1 | 17 | 2 | -5
CCCSc1nc(SCC(=O)NCc2ccccc2)c2c3c(sc2n1)COC(C)(C)C3 | -17 | -2 | -8 | 6 | 1 | 1 | -2.2 | 12 | -1 | 25
O=C(CCc1ccc(O)c(O)c1)N/N=C/c1ccc2c(c1)OCO2 | -14 | 17 | 1 | 2 | -1 | 2 | 0.6 | 12 | -7 | -8
O=C(c1cc2cc(F)ccc2[nH]1)N1CCN(Cc2ccc3c(c2)OCO3)CC1 | -6 | 0 | 1 | 5 | -1 | 6 | -0.3 | ? | -2 | 26
CCOC(=O)c1[nH]c(C)c(C(=O)Nc2ccc(Cl)cc2)c1C | -12 | -3 | 2 | -3 | -1 | 10 | 0.6 | 19 | 4 | 8
COc1ccc(Cl)cc1NS(=O)(=O)c1cccc2cccnc12 | -11 | -1 | 0 | 14 | 12 | -9 | 0.1 | 22 | 0 | 14

# Compounds from the list above that contain an aryl methoxy group (six):
Structure | KLF5 inh | GSK3 alpha inh | HSF1 inhib | IEC-6 tox | HSP90 inh | HSF1 activator | HIF activator | AI-2 QS modul | GSK3B inh | aSyn 5UTR inh
COc1ccc(C(=O)Nc2cc(-c3nn4c(C)nnc4s3)ccc2C)cc1 | -4 | 6 | -4 | 0 | -1 | -21 | 0.1 | 33 | 4 | -11
COc1ccc(NS(=O)(=O)c2cc3c(cc2C)N(C(C)=O)CCO3)cc1OC | -8 | -2 | -1 | -2 | -1 | -14 | -0.1 | 17 | -3 | -4
COc1ccc2nc(SCC(=O)Nc3c(C)cc(C)cc3C)[nH]c2c1 | -17 | 1 | -5 | 7 | -2 | 4 | -0.2 | 2 | 1 | -1
CCOc1ccc(C2/C(=C(\O)c3ccc4c(c3)OCCO4)C(=O)C(=O)N2CCN2CCOCC2)cc1OC (stereo not drawn) | -7 | . | . | -1 | -1 | . | . | 2 | 2 | .
COc1ccc(C(=O)NCc2ccc(N3CCN(C(=O)OC(C)(C)C)CC3)cc2)cc1 | -5 | 0 | -3 | -5 | 2 | 12 | 0.3 | 31 | 5 | -9
COc1ccc(Cl)cc1NS(=O)(=O)c1cccc2cccnc12 | -11 | -1 | 0 | 14 | 12 | -9 | 0.1 | 22 | 0 | 14
